HePTP inhibitor: human HePTP phosphatase inhibition; hit rate 0.64% among 110,000; recombinant HePTP phosphatase activity, OD absorbance; inhibition, % at 20 µM; P35236; in the data active = inhibition above about 50%;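 note: plate controls were vehicle for no effect and reference inhibitor for full effect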
Target sequence (P35236 whole entry, looked up): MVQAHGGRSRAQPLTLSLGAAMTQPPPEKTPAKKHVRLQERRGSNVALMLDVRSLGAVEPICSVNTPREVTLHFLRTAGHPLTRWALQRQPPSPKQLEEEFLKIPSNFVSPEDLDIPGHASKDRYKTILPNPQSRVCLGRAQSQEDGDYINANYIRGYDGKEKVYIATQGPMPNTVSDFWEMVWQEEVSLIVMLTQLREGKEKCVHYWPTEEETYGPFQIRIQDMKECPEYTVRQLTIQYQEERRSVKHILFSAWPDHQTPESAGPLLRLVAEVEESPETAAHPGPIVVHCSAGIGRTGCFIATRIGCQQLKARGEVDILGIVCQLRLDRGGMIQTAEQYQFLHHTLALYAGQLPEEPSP
BAP1 inh: blocks human BAP1 ubiquitin-AMC hydrolysis | Q92560 | recombinant BAP1, Ub-AMC hydrolysis fluorescence kinetic; stronger effect = lower value | activity remaining (% of control), % at 20 µM | hit rate 0.48% among 72,000;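 active = activity remaining at or below 50% of control, provided the compound also passes the data quality filters; inactive = the rest, including low values that fail the filters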;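 note: 100% = DMSO wells rate and 0% = substrate alone blank rate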
Target sequence (Q92560 whole entry, looked up): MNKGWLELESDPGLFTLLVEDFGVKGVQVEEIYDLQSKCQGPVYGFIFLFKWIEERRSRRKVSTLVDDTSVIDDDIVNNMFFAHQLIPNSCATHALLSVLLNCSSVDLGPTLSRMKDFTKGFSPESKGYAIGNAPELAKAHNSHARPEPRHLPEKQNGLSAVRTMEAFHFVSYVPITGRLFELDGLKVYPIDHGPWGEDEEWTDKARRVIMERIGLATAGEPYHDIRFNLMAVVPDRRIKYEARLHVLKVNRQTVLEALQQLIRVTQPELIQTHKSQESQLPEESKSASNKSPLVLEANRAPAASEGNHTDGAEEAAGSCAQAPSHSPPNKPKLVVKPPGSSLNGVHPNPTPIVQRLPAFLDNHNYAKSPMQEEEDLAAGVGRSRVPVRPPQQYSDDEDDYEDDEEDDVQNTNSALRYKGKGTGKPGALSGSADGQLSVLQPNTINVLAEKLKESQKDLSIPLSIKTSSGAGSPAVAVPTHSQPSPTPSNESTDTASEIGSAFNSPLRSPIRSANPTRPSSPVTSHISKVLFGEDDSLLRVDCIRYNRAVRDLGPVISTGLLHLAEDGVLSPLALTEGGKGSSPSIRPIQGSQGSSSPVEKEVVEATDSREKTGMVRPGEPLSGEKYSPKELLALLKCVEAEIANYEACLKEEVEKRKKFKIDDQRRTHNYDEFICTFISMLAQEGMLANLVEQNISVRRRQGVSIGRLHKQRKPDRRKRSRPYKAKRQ
* marks the source's active call; other numbers are inactive results; . = not tested or not shown; & = joins results of further samples.

SMILES	HePTP inhibitor	BAP1 inh
O=C(CSCc1n[nH]c(=O)[nH]1)NCCOc1cccc(Oc2ccccc2)c1	-4	127
Cc1cc(C)c2oc(-c3ccc(NS(=O)(=O)c4ccccc4)cc3)nc2c1	-24	.
CCOC(=O)c1cc(-c2ccccc2)sc1NC(=O)CSc1nnnn1C	10	.
CCCOc1ccc(N/C=C/C(=O)c2ccc(Br)cc2)cc1	0	.
Cc1cccc(-n2c(C)cc(/C=N/NC(=O)c3cccnc3)c2C)c1	8	.
COc1cc(/C=C2/C(=O)NN(c3ccc(C)c(C)c3)C2=O)cc(I)c1O	9	.
Cc1ccc(Cn2c(Sc3ncccn3)nc3c2c(=O)[nH]c(=O)n3C)cc1	6	.
CS(=O)(=O)N1CCCC(c2nc(-c3ccc(S(=O)(=O)NCc4ccccc4)cc3)no2)C1 (stereo not drawn)	2	.
O=C(CCN1C(=O)/C(=C/c2cccs2)SC1=S)NC12CC3CC(CC(C3)C1)C2	10	.
O=C1c2ccccc2C(O)N1Cc1ccccc1Cl (stereo not drawn)	-4	99
CCC(C)OC(=O)c1cccc(-c2ccc(OC(C)=O)cc2)c1 (stereo not drawn)	4	.
CCC(=O)c1ccc(N2CCN(CCC#N)CC2)c(F)c1	11	.
Cc1cc(N2C(=O)NC(=O)/C(=C\C=C\c3ccco3)C2=O)ccc1Br	4	.
CC(C)(C)c1ccc(C(O)CCCN2CCC(C(O)(c3ccccc3)c3ccccc3)CC2)cc1 (stereo not drawn)	6	132&91
O=S(=O)(NCc1ccco1)c1cccc2cccnc12	9	110
CCn1cc(C(=O)OCC(=O)Nc2c(C)n(C)n(-c3ccccc3)c2=O)c(=O)c2ccc(C)nc21	-1	90
CC(C)C1C(C#N)(C#N)C(C#N)=C(N)C1(C)[N+](=O)[O-] (stereo not drawn)	-2	.
CC(=O)OC1CCC2(C)C(CCC3C2CCC2(C)C3CC(O)C2(O)C(C)=O)C1 (stereo not drawn)	.	112
COC(=O)c1c(C)oc2ccc(NS(=O)(=O)c3cc(OC)ccc3OC)cc12	4	120
Cc1ccc(-c2nc(CS(=O)(=O)CC(=O)N3CCCCCC3)c(C)o2)cc1	4	98
CCOc1ccc(/C=C/C(=O)c2ccc(Br)cc2)cc1	-8	.
O=c1cnn(Cc2ccccc2)c(=O)n1Cc1ccccc1	6	.
Cn1cnc2c1c(=O)n(Cc1ccccc1F)c(=O)n2C	2	.
O=C1/C(=C/C=C/c2ccccc2)SC(=S)N1C1CCS(=O)(=O)C1 (stereo not drawn)	-2	.
COc1cc(C=Nc2ccc(C)cc2C)ccc1O	6	.
COc1cc(C2CC(=O)Nc3c2ccc2ccccc32)cc(OC)c1OC(C)=O (stereo not drawn)	-1	87
O=C(Cc1ccccc1)NCCSCc1ccco1	-10	.
COc1ccc(OCC(=O)NC2CC(C)(C)NC(C)(C)C2)cc1	9&-2	99
COCCNC(=O)c1ccccc1-c1nc(-c2ccccc2OC)no1	-3	66
Fc1ccccc1N1CCN(c2ncnc3[nH]ncc23)CC1	8	109
Cc1conc1NC(c1cccs1)c1ccc2cccnc2c1O (stereo not drawn)	11	84
O=c1ccc(=O)n(CN2CCOCC2)[nH]1	-8	.
Brc1c(CSc2nc3ccccc3o2)nc2ncccn12	0	.
Nc1scc(-c2ccncc2)c1Cl	9	104
CC(C)(C)OC(=O)N1CCC(C(=O)N2CCCCCC2)CC1	1	100
O=C(Nc1ccc(N2CCCCC2)c(C(=O)O)c1)c1ccco1	10	75
CCCN1C(=O)c2ccccc2NC1c1ccc(Cl)cc1Cl (stereo not drawn)	9	.
O=C(COc1ccccc1[N+](=O)[O-])Nc1cc(-c2nc3ccccc3o2)ccc1Cl	-15	.
COc1ccccc1CNC(=O)c1cccc(C)c1	-13	.
COc1ccc(C2CC(c3cccc(C)c3)n3ncnc3N2)cc1 (stereo not drawn)	1	99
Cc1c(C(=O)Nc2ccncc2)oc2c1C(=O)CC(C)(C)C2	16	58
Cc1ccc(S(=O)(=O)NC2=NCN(Cc3cccnc3)CN2)cc1	-3	97
CCOC(=O)c1c(C)nc2ccc(OC(F)(F)F)cc2c1-c1ccccc1	1	.
Cn1c(=O)c2c([nH]c(=S)n2Cc2ccccc2Cl)n(C)c1=O	14	.
CC(=O)C1=C(O)C(=O)N(c2ccc(S(N)(=O)=O)cc2)C1c1ccccc1F (stereo not drawn)	0	64
COc1ccc(-c2nn(-c3ccccc3)cc2/C=C2\N=C(c3ccccc3)OC2=O)cc1[N+](=O)[O-]	-18	.
COc1ccc(C(=O)O/N=C(\N)c2cccc([N+](=O)[O-])c2)cc1OC	-15	.
COc1cc2c(C)nc(C)c(C#N)c2cc1OC	0	74
O=C(/C=C1/Nc2ccccc2NC1=O)Nc1cccc(C(F)(F)F)c1	6	.
COc1ccc(N(C(=O)c2ccc(Br)o2)C2C=CS(=O)(=O)C2)cc1 (stereo not drawn)	-10	103
CC(=O)Nc1ccc(S(=O)(=O)Nc2ccc(N3CCOCC3)cc2)cc1	10	112
O=C1SC(SCc2ccccc2)=N/C1=C\c1ccco1	-2	.
CCN(CC)c1ccc(NC(=O)CSc2nc3ccccc3c(=O)[nH]2)cc1	10	115
CCOc1ccc(NCCC(=O)c2cccs2)cc1	7	.
Cc1nnc(SCC(=O)Nc2nccs2)s1	-3	153
CCN=C1SC(C(N)=O)CC(=O)N1CC (stereo not drawn)	7	102
Cc1ccccc1-n1nc(C(=O)O)c(C)c(C#N)c1=O	5	.
CCOc1cc(N2CCOCC2)c(OCC)cc1NC(=O)C(NC(=O)c1ccco1)C(C)C (stereo not drawn)	6	125
Cc1ccc2nc(C3CCN(CC(=O)N4CCCCCC4)CC3)[nH]c2c1	1	96
CN(c1ccccc1)S(=O)(=O)c1ccc(C(=O)OCC(=O)NCc2ccco2)cc1	-5	78

Some of the entries above in another layout.
Every second line gives: HePTP inhibitor, BAP1 inh
- COc1ccc(N(C(=O)c2ccc(Br)o2)C2C=CS(=O)(=O)C2)cc1 (stereo not drawn)
    -10, 103
- CC(=O)Nc1ccc(S(=O)(=O)Nc2ccc(N3CCOCC3)cc2)cc1
    10, 112
- O=C1SC(SCc2ccccc2)=N/C1=C\c1ccco1
    -2, .
- CCN(CC)c1ccc(NC(=O)CSc2nc3ccccc3c(=O)[nH]2)cc1
    10, 115
- CCOc1ccc(NCCC(=O)c2cccs2)cc1
    7, .
- Cc1nnc(SCC(=O)Nc2nccs2)s1
    -3, 153
- CCN=C1SC(C(N)=O)CC(=O)N1CC (stereo not drawn)
    7, 102

Reformatted bar-delimited: entries from further up
SMILES | HePTP inhibitor | BAP1 inh
CCN(CC)c1ccc(NC(=O)CSc2nc3ccccc3c(=O)[nH]2)cc1 | 10 | 115
CCN=C1SC(C(N)=O)CC(=O)N1CC (stereo not drawn) | 7 | 102
Cc1c(C(=O)Nc2ccncc2)oc2c1C(=O)CC(C)(C)C2 | 16 | 58
O=C(/C=C1/Nc2ccccc2NC1=O)Nc1cccc(C(F)(F)F)c1 | 6 | .
COc1ccc(N(C(=O)c2ccc(Br)o2)C2C=CS(=O)(=O)C2)cc1 (stereo not drawn) | -10 | 103
CCOc1cc(N2CCOCC2)c(OCC)cc1NC(=O)C(NC(=O)c1ccco1)C(C)C (stereo not drawn) | 6 | 125

(listing goes on)
SMILES	HePTP inhibitor	BAP1 inh
CCCn1nc(C(=O)OCC(=O)c2ccc3c(c2)NC(=O)CO3)c2ccccc2c1=O	5	91
O=C(Oc1ccc(/C=c2/sc3nc4ccccc4n3c2=O)cc1)c1ccccc1[N+](=O)[O-]	-8	.
OC1(c2ccccc2F)CCN(Cc2nnc(-c3ccccc3)o2)CC1	2	69
O=C(CCN1C(=O)c2ccccc2C1=O)Oc1ccc2c(c1)oc(=O)c1ccccc12	.	99
COC(=O)c1c(-c2ccccc2Cl)csc1N	-15	.
O=C(c1ccco1)c1cn(CC(=O)N2CCCCC2)c2ccccc12	7	120
CC(C)(C)c1ccc(C(=O)CSc2ncn[nH]2)cc1	6	53
COc1cccc(-c2nc(C(N)=O)c3[nH]c(=O)n(-c4ccccc4)c3n2)c1OC	1	88
Cc1ccc(NC(=O)CS(=O)CC(=O)N(CC(=O)NC2CCCC2)c2cc(C)ccc2C)cc1 (stereo not drawn)	5	104
O=C(c1cccs1)N(CC1CCCO1)c1nc(-c2ccccc2)cs1 (stereo not drawn)	5	92
C=CCNc1nnc(SCC(=O)N2CCCCC2)c2ccccc12	-2	371
Cn1nnc2cc(C(=O)NC(C)(C)C)ccc21	-12	110
CS(=O)(=O)N(CC(=O)NCCNC(=O)CN(c1ccc(Cl)cc1)S(C)(=O)=O)c1ccc(Cl)cc1	-1	.
CCC(=O)Nc1ccc2nc(C)n(CC(=O)Nc3ccccc3)c(=O)c2c1	7	83
O=C(CN1C(=O)c2ccccc2S1(=O)=O)NC1CCCC1	4	105
O=C(Cc1cccs1)NCc1ccccc1	6	111
CCOC(=O)CSc1nnc(-c2cccc(Br)c2)o1	6&-6	93
COc1ccc(NC(=O)CC2CCC2)c(OC)c1	-7	.
C/C(=N\NC(=O)C(O)c1ccccc1)c1cccc(NC(=O)c2ccco2)c1 (stereo not drawn)	-22	.
COc1cc(/C=N/NC(=O)CN2CCOCC2)c([N+](=O)[O-])cc1OC	-13	.
CCc1cc2ccccc2nc1SCC(=O)N1CCN(C(=O)c2ccco2)CC1	10	80
CC(C)CCN(CCC(C)C)C(CO)(CO)CO	4	.
COC(=O)c1ccc(NC(=O)C2CCCN2S(=O)(=O)c2ccc(OC)cc2)cc1 (stereo not drawn)	.	147
Cc1ccc(CN2CCN(/N=C/c3ccc(C)s3)CC2)cc1	7	.
COc1cc(C2c3c(oc4ccccc4c3=O)C(=O)N2c2ccc(C)cn2)ccc1O (stereo not drawn)	-3	91
O=C(O)c1ccc(/C=C2\SC(=O)N(c3ccc(F)cc3)C2=O)cc1	100*	.
CCN1CCN(CC(O)COc2ccc(C(C)=O)cc2)CC1 (stereo not drawn)	-5	88
CN1CCc2nc(SCCOc3ccccc3)c(C#N)cc2C1	6	129
Cc1c(=O)n(OCc2c(F)cccc2F)c2ccccc2[n+]1[O-]	6	160
CCCc1cc(=O)oc2cc(OCC(=O)Nc3cc(C)on3)ccc12	6	.
O=c1[nH]nc(Sc2ncnc3sccc23)n1CCc1ccccc1	12	92
Cc1ccc(NC(=O)c2c(-c3ccccc3)noc2C)cc1Cl	6	.
O=C(O)/C=C/c1ccc(S(=O)(=O)NCc2cccnc2)cc1	8	.
O=C1/C(=C/c2ccc(Br)o2)SC(=S)N1c1cccc(C(F)(F)F)c1	34	.
Fc1ccc(Br)cc1C1C=C(c2ccc(Br)s2)Nc2ncnn21 (stereo not drawn)	1	100
c1csc(-c2csc3nc(CN4CCOCC4)nc(NCc4ccc5c(c4)OCO5)c23)c1	11	95
Cc1cc(OCC(=O)Nc2cccc(I)c2)ccc1Br	0	.
Cc1nn(C2CCCCC2)c(N)c1C#N	4	.
O=C(CCCC(=O)OCC(F)(F)C(F)F)Nc1ccc(NC(=O)CCCC(=O)OCC(F)(F)C(F)F)cc1	-17	.
O=C(NN=C1CCCCCC1)c1ccc(Cl)c(Cl)c1	4	.

Entries of single compounds as entered above.
Cc1ccc(CN2CCN(/N=C/c3ccc(C)s3)CC2)cc1 is listed with HePTP inhibitor: 7; BAP1 inh: .
Cc1cc(OCC(=O)Nc2cccc(I)c2)ccc1Br is listed with HePTP inhibitor: 0; BAP1 inh: .

(listing goes on)
SMILES	HePTP inhibitor	BAP1 inh
Nc1nnnn1/N=C/c1cccs1	8	99
CCOc1cccc(-c2cc(C(=O)NCCCN3CCOCC3)c3ccccc3n2)c1	-9	.
Cc1ccc(N2CC(C(=O)Nc3ccc(Cl)cc3)CC2=O)cc1 (stereo not drawn)	5	.
C=CCOc1ccc2oc(=O)cc(C)c2c1	5	.
CC(=O)C1=C(O)C(=O)N(CC2CCCO2)C1c1cccc([N+](=O)[O-])c1 (stereo not drawn)	3	.
O=C1C(=O)N(Cc2ccccc2)C(c2ccc(Cl)cc2)/C1=C(/O)c1ccccc1 (stereo not drawn)	-13	.
CCn1c(-c2cccc(Br)c2)n[nH]c1=S	1	89
CCCCn1c(=N)n(CC(O)c2ccc(OCC)cc2)c2ccccc21 (stereo not drawn)	.	96
CCOC(=O)N1CCC(NS(=O)(=O)c2cc3c(cc2C)NC(=O)CO3)CC1	7	105
COc1ccc(C(=O)N2CCN(C3CCCC3)CC2)cc1OC	2	.
COc1ccccc1N1CCN(C(=O)c2ccc(N3CCCC3=O)cc2)CC1	0	127
O=C1NN(c2ccccc2)C(=O)/C1=C/c1ccc(-c2ccccc2[N+](=O)[O-])o1	23	.
COc1ccc(F)cc1S(=O)(=O)NC1CCCCCC1	1	119
COC(=O)C1=C(C)N(C)C(=O)NC1c1cccc(O)c1 (stereo not drawn)	0	.
CC1(C)Cc2ccccc2C(NN=C2CCCC2)=N1	6	.
O=C(Nc1sc2c(c1C(=O)NC1CC1)CCCCCC2)c1ccco1	-8	89
NC(=NC(=O)c1ccccc1)C1=C(O)CCC1=O	10	89
CC1=C(C#N)C(NC(=O)c2ccco2)(C(F)(F)F)C(=O)N1 (stereo not drawn)	12	105
O=C(CN1CCC2(CC1)OCCO2)c1c[nH]c2ccccc12	-3	109
CC1=CC(C)C(C(=O)O)C(C(=O)Nc2cccnc2)C1 (stereo not drawn)	3	.
CCOC(=O)c1ccccc1NC(=O)CN(c1ccccc1OC)S(C)(=O)=O	8	96
CCOc1ccc(S(=O)(=O)N(CC(=O)Nc2cc(C)on2)Cc2ccccc2Cl)cc1	-3	.
CC(O)CNc1nc2ccccc2n1-c1ncnc2sc3c(c12)CCC3 (stereo not drawn)	6	120
O=C(Cc1ccc(Cl)cc1)Nc1cc(C(=O)O)cc(C(=O)O)c1	-2	.
CCc1cc(/C(O)=C/c2nc3ccccc3n2C)c(O)cc1OC(=O)C(C)(C)C	7	.
O=C(Cn1cnc2c(nnn2-c2ccccc2)c1=O)NCc1ccco1	-11	96
